MsrA inh: inhibitors of bovine MsrA; purified bovine MsrA, absorbance read-out; inhibition, % at 15.5 µM; actives 0.75% (n = 360,000); in the data active = inhibition above about 4.5%;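 also: 0% = vehicle wells with enzyme and 100% = reference inhibitor wells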
Rin1 Abl inh: blocks binding of human Rin1 to Abl | TR-FRET Rin1/Abl binding, biochemical | inhibition, % at 7.35 µM | actives 0.4% (n = 360,000) | AID 588664; in the data active = inhibition above about 5%, passing the limit was not always enough
Rpn11 inh: blocks the human proteasome subunit Rpn11 | actives 0.59% (n = 360,000) | human 26S proteasome, Ub4-pepOG fluorescence polarization; 20S core pre-blocked with epoxomicin | O00487 | AID 588493 | calls only at 20 µM;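 active = inhibition at 20 µM, scaled to each plate's controls, above about 33%, limit read from the data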
Target sequence (O00487 whole entry, looked up): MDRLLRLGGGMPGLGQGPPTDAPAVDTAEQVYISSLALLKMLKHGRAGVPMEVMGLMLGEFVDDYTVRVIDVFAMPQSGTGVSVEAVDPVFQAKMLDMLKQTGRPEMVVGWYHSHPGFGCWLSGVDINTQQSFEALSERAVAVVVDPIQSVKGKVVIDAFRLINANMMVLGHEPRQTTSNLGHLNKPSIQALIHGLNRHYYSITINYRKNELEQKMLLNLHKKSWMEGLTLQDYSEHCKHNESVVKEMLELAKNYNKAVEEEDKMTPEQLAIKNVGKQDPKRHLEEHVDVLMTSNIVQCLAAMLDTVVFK
bovine MsrA act: activators of bovine methionine sulfoxide reductase A; activation, % at 10.6 µM; actives 0.3% (n = 360,000); AID 602163; purified bovine MsrA, absorbance read-out; in the data active = activation above about 7.5%;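 also: 0% = vehicle and 100% = reference activator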
eLon inh: inhibitors of E. coli Lon protease | inhibition, % at 7.94 µM | actives 0.42% (n = 360,000) | purified E. coli Lon protease, fluorescence polarization | P0A9M0; in the data active = inhibition above about 13%, passing the limit was not always enough;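 also: 0% = enzyme with probe and DMSO and 100% = no enzyme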
MLLE-PAM2 inh: blocks PAM2 peptide binding to the PABP1 MLLE domain | P11940 | GST-MLLE / FITC-PAM2 fluorescence polarization | inhibition, % at 20 µM | actives 0.36% (n = 360,000) | AID 588489; in the data active = inhibition above about 35%, passing the limit was not always enough;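 also: plate controls were DMSO wells with GST-MLLE for no effect and wells lacking GST-MLLE protein for full effect; some results filed as inactive read as strong as hits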
Target sequence (P11940 whole entry, looked up, the tested form may be a part): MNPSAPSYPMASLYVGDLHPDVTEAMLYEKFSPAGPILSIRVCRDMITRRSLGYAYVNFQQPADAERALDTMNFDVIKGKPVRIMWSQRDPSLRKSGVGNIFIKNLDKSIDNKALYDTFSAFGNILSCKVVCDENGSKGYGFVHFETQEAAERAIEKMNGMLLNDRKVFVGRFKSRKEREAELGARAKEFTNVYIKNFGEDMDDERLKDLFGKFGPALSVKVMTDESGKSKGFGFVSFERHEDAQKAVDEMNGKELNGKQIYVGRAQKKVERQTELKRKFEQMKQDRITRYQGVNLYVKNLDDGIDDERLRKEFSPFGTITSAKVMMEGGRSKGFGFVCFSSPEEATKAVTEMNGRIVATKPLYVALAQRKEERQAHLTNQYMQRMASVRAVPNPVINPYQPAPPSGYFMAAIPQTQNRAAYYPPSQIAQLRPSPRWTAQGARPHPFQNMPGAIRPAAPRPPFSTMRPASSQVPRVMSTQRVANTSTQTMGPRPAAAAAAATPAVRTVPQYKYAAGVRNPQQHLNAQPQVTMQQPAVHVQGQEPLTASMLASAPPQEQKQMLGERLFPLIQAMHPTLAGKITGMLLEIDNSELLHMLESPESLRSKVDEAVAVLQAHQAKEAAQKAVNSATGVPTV
MT1-MMP act inh: MT1-MMP (human) activation inhibition; HT1080 RFP-PRO-GFP cells, GFP/RFP ratio fluorescence, overnight; percent of plate control window, DMSO zero; AID 651647; GFP/RFP ratio change, % at 20 µM; actives 0.061% (n = 360,000); P50281;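 active = GFP/RFP ratio change of at least 30% with cell ATP level not reduced by more than half and red fluorescence within 50% of control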; also: strong numbers were not always called active
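Assay system: RFP-PRO-GFP reporter HT1080 cells; read-out basis: GFP/RFP fluorescence ratio; benchmarks: DMSO wells and RFP-L50D-GFP cells; doses: 20 µM single dose, 1% DMSO; schedule: overnight cell settling, then overnight compound exposure, 37 °C, 5% CO2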
CSN inh: inhibitors of human CSN-mediated cullin deneddylation; Purified CSN, SCF-Nedd8-OG deneddylation, fluorescence polarization; inhibition, % at 12.5 µM; actives 0.38% (n = 360,000);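 active = pattern-corrected inhibition above about 35%, with an unprinted fluorescence ratio check between 0.5 and 1.5, limit read from the data, passing the limit was not always enough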;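 also: 0% = enzyme with substrate and 100% = substrate without enzyme; some results filed as inactive read as strong as hits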
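Detection – fluorescence polarization · System – HEK293T-derived human Csn5 enzyme · Controls – substrate-only high control, full reaction low control · Timing – 90 min, room temperature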
FAS TE block: FAS thioesterase (human) inhibition. recombinant FAS-TE, OMFH fluorogenic substrate, fluorescence endpoint. P49327. actives 0.67% (n = 360,000). inhibition, % at 15 µM;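 active = compounds whose normalised, plate-corrected inhibition of enzyme fluorescence in the single-dose primary screen is 50% or more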;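 also: 0% = DMSO with enzyme and 100% = substrate without enzyme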
Starred values were filed as active, the others as inactive; i = inactive; / = not tested or not shown.

Short keys – A = MsrA inh; B = Rin1 Abl inh; C = Rpn11 inh; D = bovine MsrA act; E = eLon inh; F = MLLE-PAM2 inh; G = MT1-MMP act inh; H = CSN inh; I = FAS TE block
1. Cc1nnc(SC(C)C(=O)NC2CCCCC2)[nH]c1=O (stereo not given)
  A = -0.2	B = 1	C = i	D = -1	E = 0	F = 11	G = -1	H = 3	I = -6
2. CCOC(=O)CSC1=C(C#N)C(c2ccccc2OCC)C(C(=O)OCC)C(=O)N1 (stereo not given)
  A = 0.3	B = -1	C = i	D = 2	E = -2	F = 18	G = -3	H = -1	I = -1
3. CCOC(=O)C1=C(C)NC(C)=C(C(=O)OCC)C1c1ccc(O)cc1
  A = 0.8	B = -3	C = i	D = -4	E = -1	F = -4	G = 0	H = -1	I = 6
4. Cc1ccc(CNC(=O)Cn2cccc2)cc1
  A = 0.3	B = -2	C = i	D = -1	E = 10	F = 4	G = 0	H = -3	I = -3
5. Cc1cc(-c2nc3ncccc3o2)ccc1NC(=O)CC(C)C
  A = 1.6	B = 0	C = i	D = -4	E = -11	F = -9	G = 3	H = 4	I = -12
6. Cc1ccc(/C(N)=N/OC(=O)COc2ccc(Cl)c(C)c2)cc1
  A = -0.3	B = -3	C = i	D = -3	E = -18	F = -1	G = 1	H = -11	I = 3
7. Cc1ccc(N(CC(=O)NC(C)(C)C)C(=O)CCC(=O)Nc2nccs2)cc1C
  A = -1.2	B = 3	C = i	D = -8	E = 2	F = 5	G = 3	H = -4	I = -3
8. COc1cc(C(=O)N(Cc2ccccc2)c2cccc(C)c2)ccc1OC(F)F
  A = -1.6	B = 2	C = i	D = 1	E = -2	F = 1	G = -6	H = 0	I = 20
9. CSc1ncccc1C(=O)Nc1nc2c(C)cccc2s1
  A = 0.4	B = -2	C = i	D = -14	E = -14	F = -5	G = -7	H = -7	I = -3
10. C=CCNc1ncnc2c1ncn2[C@H]1CN(C2CCCC2)C[C@@H](CO)O1
  A = -0.8	B = 0	C = i	D = -3	E = -6	F = 1	G = 3	H = 4	I = -5
11. NC(=S)Nc1ccc(F)c(F)c1F
  A = 0.1	B = 1	C = i	D = -3	E = -1	F = -10	G = 0	H = -1	I = -4
12. CCc1ccc(OCC2Cn3c(nc4c3c(=O)[nH]c(=O)n4C)O2)cc1 (stereo not given)
  A = 0.3	B = -1	C = i	D = -2	E = -6	F = 4	G = 1	H = 0	I = -3
13. O=C(CN(CC1CCCO1)C(=O)CCC(=O)Nc1nccs1)NCC1CCCO1 (stereo not given)
  A = -1.2	B = -3	C = i	D = -2	E = 1	F = 1	G = -4	H = -3	I = 0
14. O=C(Nc1ccccc1)C1=C[C@H](c2ccc(Br)cc2)C[C@H](OCc2ccc(CO)cc2)O1
  A = -0.1	B = 4	C = i	D = -2	E = 15	F = -14	G = 8	H = 1	I = 20
15. CC(N=C1NC(C)(C)Cc2ccccc21)C(=O)O (stereo not given)
  A = 1.6	B = 2	C = i	D = -1	E = 0	F = 4	G = 1	H = 4	I = -2

Next section, overlapping the part above by 4 compounds.
Short keys – A = MsrA inh; B = Rin1 Abl inh; C = Rpn11 inh; D = bovine MsrA act; E = eLon inh; F = MLLE-PAM2 inh; G = MT1-MMP act inh; H = CSN inh; I = FAS TE block
12. CCc1ccc(OCC2Cn3c(nc4c3c(=O)[nH]c(=O)n4C)O2)cc1 (stereo not given)
  A = 0.3	B = -1	C = i	D = -2	E = -6	F = 4	G = 1	H = 0	I = -3
13. O=C(CN(CC1CCCO1)C(=O)CCC(=O)Nc1nccs1)NCC1CCCO1 (stereo not given)
  A = -1.2	B = -3	C = i	D = -2	E = 1	F = 1	G = -4	H = -3	I = 0
14. O=C(Nc1ccccc1)C1=C[C@H](c2ccc(Br)cc2)C[C@H](OCc2ccc(CO)cc2)O1
  A = -0.1	B = 4	C = i	D = -2	E = 15	F = -14	G = 8	H = 1	I = 20
15. CC(N=C1NC(C)(C)Cc2ccccc21)C(=O)O (stereo not given)
  A = 1.6	B = 2	C = i	D = -1	E = 0	F = 4	G = 1	H = 4	I = -2
16. O=Cc1c(NCCN2CCOCC2)c2ccccc2[nH]c1=O
  A = 0.4	B = -2	C = i	D = -3	E = -8	F = 6	G = -4	H = 1	I = -4
17. Cc1ccc(NC(=O)CCC(=O)NNS(=O)(=O)c2ccc(Cl)cc2)cc1C
  A = 0.6	B = -6	C = i	D = -1	E = 5	F = -5	G = -4	H = 0	I = -1
18. CCn1c(-c2ccc(C)cc2)nn(CC(=O)NCCc2ccccc2)c1=S
  A = -1.5	B = -3	C = i	D = -6	E = 3	F = -53	G = -9	H = 3	I = -6
19. O=C1Nc2cccnc2N(C(=O)CCl)c2ccccc21
  A = 0.3	B = 43*	C = i	D = -2	E = 8	F = 4	G = -8	H = -5	I = -3
20. COc1ccc(NC(=O)c2nc3nccc(C)n3n2)cn1
  A = -0.7	B = 2	C = i	D = -9	E = -6	F = 17	G = -2	H = -6	I = 3
21. O=C(NCCCCc1ccccc1)c1ccc(Br)cc1
  A = -1.4	B = -1	C = i	D = -2	E = -3	F = -16	G = 0	H = 3	I = 8
22. Cc1ccc(NC(=O)Nc2cnccn2)cc1C
  A = -0.9	B = -1	C = i	D = -2	E = -10	F = -11	G = 1	H = -2	I = -1
23. CC(C)N(CCNC(=O)c1cn(C)c2ccc(S(=O)(=O)N(C)C)cc2c1=O)Cc1ccccc1
  A = 1.9	B = 4	C = i	D = -8	E = -1	F = 0	G = 2	H = 0	I = -3
24. CCC(CCC(=O)Nc1cccc(C(=O)O)c1)C(=O)O (stereo not given)
  A = -0.2	B = 2	C = i	D = -5	E = 7	F = 7	G = -1	H = -3	I = -5
25. C=CCNC(=O)c1nn2cccnc2c1Cl
  A = 0.2	B = 3	C = i	D = 0	E = -8	F = 9	G = 3	H = -1	I = -5
26. O=C(O)c1nn(CC(=O)N2CCN(c3ccccc3)CC2)c(=O)c2ccccc12
  A = 0.2	B = 2	C = i	D = -1	E = 4	F = 4	G = -1	H = 3	I = -1
27. COc1cc(-c2nnc(COc3ccc4ccccc4c3)o2)cc(OC)c1OC
  A = 2.7	B = -1	C = i	D = -2	E = 0	F = 2	G = 5	H = 0	I = 26
28. O=C(Nc1cccnc1)c1ccccc1NS(=O)(=O)c1ccc(F)cc1
  A = 1.3	B = 4	C = i	D = -2	E = -1	F = -1	G = -2	H = -5	I = 3
29. CSc1nc(N)nc2c1ncn2CC(=O)NCC(c1ccccc1)c1ccccc1
  A = -0.8	B = 0	C = i	D = -2	E = -11	F = -1	G = 7	H = -2	I = -9
30. CN(C)c1ccc(/C(=N\O)C(F)(F)F)cc1
  A = 0.6	B = 4	C = i	D = -4	E = -9	F = 5	G = -7	H = -5	I = -7
31. CCNS(=O)(=O)c1ccc2c(c1)NCC2
  A = -1.0	B = 0	C = i	D = -5	E = -9	F = 3	G = 1	H = -10	I = -7
32. CC(=O)/C(N=Nc1ccc(OC(F)(F)F)cc1)=C(\C)O
  A = -0.7	B = -2	C = i	D = 1	E = -4	F = 7	G = 3	H = 4	I = 5
33. COc1ccc(-c2nc(CS(=O)(=O)CC(=O)NCc3cccc(OC)c3OC)c(C)o2)cc1
  A = -0.1	B = -2	C = i	D = 1	E = 2	F = 3	G = 3	H = 2	I = 0
34. NC(=O)C1CCN(C(=O)C2CC(=O)N(c3ccc(F)cc3)C2)CC1 (stereo not given)
  A = -0.9	B = 1	C = i	D = -9	E = 6	F = -1	G = -1	H = 3	I = -7
35. CC1(c2ccccc2)C(C#N)C(=O)NC(=O)C1C#N (stereo not given)
  A = -0.5	B = 0	C = i	D = 1	E = 2	F = -3	G = 0	H = 2	I = -1
36. COc1cc(OC)nc(Nc2nc(C(C)N)cs2)n1 (stereo not given)
  A = 0.4	B = 0	C = i	D = -4	E = 3	F = 4	G = 3	H = 2	I = -5
37. Cc1noc(-c2ccccc2)c1NC(=O)Nc1ccc2nc([C@H]3C[C@H](O)[C@@H](CO)O3)[nH]c2c1
  A = -0.3	B = -2	C = i	D = -1	E = 17*	F = -6	G = 7	H = -5	I = 0
38. COc1ccc(C(C)=O)cc1CSc1nc(C)cc(C)n1
  A = -0.3	B = 1	C = i	D = -1	E = -4	F = 9	G = -1	H = -4	I = -5
39. N#CC1=C(N)Oc2n[nH]c(CSc3ccccc3)c2C12C(=O)Nc1ccccc12 (stereo not given)
  A = 1.5	B = -1	C = i	D = -2	E = -3	F = 10	G = 4	H = 7	I = 6
40. COCC(=O)N(Cc1cc2ccc(C)c(C)c2n2nnnc12)C1CCCC1
  A = 0.1	B = 1	C = i	D = -4	E = -13	F = 3	G = 2	H = 6	I = -2
41. Cc1noc(C)c1S(=O)(=O)NCCN1CCN(c2ccccc2)CC1
  A = 0.4	B = -3	C = i	D = -1	E = -4	F = 4	G = 6	H = 0	I = -6
42. CCOc1ccc(S(=O)(=O)N2CCC(C(=O)NCCc3ccccc3)CC2)cc1
  A = 0.0	B = 0	C = i	D = -4	E = 4	F = -3	G = 0	H = -4	I = -6
43. Cn1c(SCC(=O)Nc2sccc2C#N)nnc1C1CC1
  A = -0.1	B = 1	C = i	D = -4	E = 5	F = 0	G = 0	H = 3	I = -8
44. CC(=O)Oc1ccc(-c2cccc(C(=O)OCC(=O)N(C)c3ccccc3)c2)cc1
  A = 1.0	B = -2	C = i	D = -2	E = -4	F = 9	G = 0	H = -15	I = 11
45. O=C1C2C3C=CC(C3)C2C(=O)N1c1ccc2c(c1)CCC2 (stereo not given)
  A = /	B = -4	C = i	D = -3	E = 0	F = -3	G = -4	H = -1	I = -8
46. COc1ccc(C)cc1S(=O)(=O)Nc1cccc(SC)c1
  A = -0.5	B = 3	C = i	D = 8.8*	E = -7	F = -1	G = 6	H = -2	I = 5
47. COc1ccc(-c2csc(NC(=S)NC(=O)/C=C/c3ccco3)n2)cc1OC
  A = 0.8	B = 5	C = i	D = 0	E = -15	F = 25	G = -6	H = 2	I = 6
48. O=C(c1ccc(N2CCOCC2)cc1)c1cccs1
  A = 2.7	B = 1	C = i	D = 1	E = -3	F = 0	G = -2	H = -1	I = -8
49. CC(=O)Nc1cccc(-c2ccnc3c2CC(C)(C(=O)NCCc2ccccc2)O3)c1 (stereo not given)
  A = -0.9	B = 5	C = i	D = -6	E = 1	F = -15	G = 14	H = 0	I = -6
50. COc1ccc(OCC(=O)OCCNC(=O)c2cccnc2)cc1
  A = 0.4	B = 0	C = i	D = -11	E = 2	F = 1	G = /	H = -16	I = -9
51. O=C(COc1ccc(Cl)cc1)Nc1ccc2c(c1)nc1n2CCOC1
  A = 0.7	B = 0	C = i	D = 2	E = -17	F = -8	G = 2	H = 3	I = -2
52. CC(=O)c1ccc(Oc2cc(C)nc(-n3nc(C)cc3C)n2)cc1
  A = 1.1	B = 0	C = i	D = -2	E = -4	F = -5	G = 3	H = 2	I = -3
53. C/C(=N\OC(=O)NC1CCCCC1)c1sc(-c2ccccc2)nc1C
  A = 1.8	B = -3	C = i	D = 2	E = -8	F = -8	G = -3	H = 4	I = 33
54. CC(=O)OCCNC(=O)c1cc2ccccc2oc1=O
  A = 1.8	B = -4	C = i	D = -2	E = -12	F = -3	G = -1	H = -3	I = -6
